Arr AP2 block: inhibitors of beta-arrestin/AP2 binding, primary screen, biochemical, GPCR trafficking, flow cytometry; FITC-arrestin peptide / GST-AP2 beads; AP2 beta2 appendage carries R879A mutation; inhibition, % at 10 µM; hit rate 0.31% among 340,000; AID 504490, 2011;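 active means inhibition above a set limit, near 3 SD of compounds lacking own fluorescence, cut at about 54% in these data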;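 further: plate controls were DMSO wells for no effect and 5 µM unlabelled arrestin peptide for full effect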
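System: GST-tagged AP2 beta2-adaptin appendage (R879A) on 4 µm glutathione beads / Reagent: FITC-arrestin peptide, 50 nM / Detection: HyperCyt-sampled flow cytometry, FL1 channel, ex 488/em 535 nm / Timing: 12 min plus 1 h, RT / Buffer or medium: PBS plus Tween 20 (0.05%) and BSA (0.1%)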
PfHsp90 yeast 2: growth inhibition of PfHsp90-expressing yeast, primary screen, antimalarial PfHsp90 inhibitor project, S. cerevisiae, BacTiter-Glo luminescence, single point, set 2. BacTiter-Glo ATP, 48 h; yeast lacking PDR1 and PDR3 efflux regulators. inhibition, % at 9.4 µM. hit rate 0.32% among 310,000;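 active means every replicate shows inhibition above about 80%, whatever the replicate mean, limit read from the data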;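 further: 0% = DMSO neutral controls and 100% = 20 µM radicicol positive controls; yeast relying on Plasmodium falciparum Hsp90 in place of its own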
AddAB inh: growth inhibition of E. coli expressing H. pylori AddAB, primary screen, AddAB inhibitor project, absorbance; inhibition, % at 11.9 µM; hit rate 0.29% among 330,000; AID 435030, 2010; in the data active means inhibition above about 12%;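 further: 0% = vehicle wells of infected cells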
MOR-DOR ag: agonists of OPRM1-OPRD1 heterodimerization, primary screen, cell-based, luminescence. Mu-type opioid receptor (Homo sapiens) + Delta-type opioid receptor (Homo sapiens), …. cells. activation, % at 9.3 µM. hit rate 0.3% among 340,000. AID 504326, 2011; in the data active means activation above about 18%;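 further: 0% = vehicle-treated cells and 100% = reference agonist; values of inactives mirror those of a sister screen read the other way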
Mot1-301 SUMO: yeast Mot1-301 growth rescue at high temperature, primary screen, SUMOylation pathway inhibitor project, S. cerevisiae, ATP luminescence, 38.5C; growth rescue, % at 18.8 µM; S. cerevisiae Mot1-301 growth rescue; percent above DMSO median, 100 means doubled; hit rate 1% among 320,000;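 active means every valid replicate shows activation above 250% relative to neutral control wells; inactive means the rest, any valid replicate at or below 250%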;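 further: OY570 slx delta 5 strain wells were the positive control but not used for scaling; some compounds called inactive have numbers as strong as hits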
OPRM1-OPRD1 inv: inverse agonists of MOR-DOR heterodimerization, primary screen, cell-based, luminescence. cell-based MOR-DOR heterodimer luminescence, inverse agonism. inhibition, % at 9.3 µM. hit rate 0.21% among 340,000; in the data active means inhibition above about 22%, passing the limit was not always enough;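 further: 0% = cells with DMSO and 100% = wells without cells with DMSO; values of inactives mirror those of a sister screen read the other way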
Tat transport: E. coli Tat export inhibitors, primary screen, MC4100, TorA-mCherry reporter, fluorescence, single point. inhibition, % at 10 µM. hit rate 0.036% among 340,000. AID 488895, 2010;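 active means mean replicate inhibition at least 50% and at least half of replicates individually reaching 50%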;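 further: exported cargo escapes ClpAP degradation while cytoplasmic cargo is degraded and loses fluorescence; 0% = median of neutral control wells and 100% = median of NaSCN control wells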
phage Ecoli inh: growth loss of phage-infected E. coli, primary screen, RecBCD inhibitor project, absorbance, with phage, HTS | AID 651602, 2012 | hit rate 0.26% among 360,000 | inhibition, % at 11.9 µM; in the data active means inhibition above about 11%
PKA-R1A act: activators of PKA-R1A holoenzyme, primary screen, biochemical, fluorescence polarization, Cy5-IP20, bovine R1A, mouse PKAc | cAMP-dependent protein kinase type I-alpha regulatory subunit (Bos taurus) + … | PKA-R1A dissociation; scaled: DMSO 0%, 113 µM cGMP 100% | activation, % at 11.4 µM | hit rate 0.083% among 340,000;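 active means percent activation above the mean of all tested compounds plus 3 SD, cut at about 19% in these data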;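 further: higher means more PKAc released from R1A so a rise in polarization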
DSG3 Ab inh: inhibitors of pemphigus antibody binding to DSG3, primary screen, biochemical, bead-based, flow cytometry, scFv-GFP | Desmoglein-3 (Homo sapiens), P32926 | DSG3-coupled beads, scFv-anti-DSG3-GFP binding; hits give low values | binding (percent of control), % at 10 µM | hit rate 0.48% among 310,000 | AID 588358, 2011;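 active means binding more than 3 SD below its plate's average and above zero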;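 further: hits lower antibody fragment binding to DSG3; some compounds called inactive have numbers as strong as hits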
Target sequence (P32926 whole entry, looked up, the tested form may be a part): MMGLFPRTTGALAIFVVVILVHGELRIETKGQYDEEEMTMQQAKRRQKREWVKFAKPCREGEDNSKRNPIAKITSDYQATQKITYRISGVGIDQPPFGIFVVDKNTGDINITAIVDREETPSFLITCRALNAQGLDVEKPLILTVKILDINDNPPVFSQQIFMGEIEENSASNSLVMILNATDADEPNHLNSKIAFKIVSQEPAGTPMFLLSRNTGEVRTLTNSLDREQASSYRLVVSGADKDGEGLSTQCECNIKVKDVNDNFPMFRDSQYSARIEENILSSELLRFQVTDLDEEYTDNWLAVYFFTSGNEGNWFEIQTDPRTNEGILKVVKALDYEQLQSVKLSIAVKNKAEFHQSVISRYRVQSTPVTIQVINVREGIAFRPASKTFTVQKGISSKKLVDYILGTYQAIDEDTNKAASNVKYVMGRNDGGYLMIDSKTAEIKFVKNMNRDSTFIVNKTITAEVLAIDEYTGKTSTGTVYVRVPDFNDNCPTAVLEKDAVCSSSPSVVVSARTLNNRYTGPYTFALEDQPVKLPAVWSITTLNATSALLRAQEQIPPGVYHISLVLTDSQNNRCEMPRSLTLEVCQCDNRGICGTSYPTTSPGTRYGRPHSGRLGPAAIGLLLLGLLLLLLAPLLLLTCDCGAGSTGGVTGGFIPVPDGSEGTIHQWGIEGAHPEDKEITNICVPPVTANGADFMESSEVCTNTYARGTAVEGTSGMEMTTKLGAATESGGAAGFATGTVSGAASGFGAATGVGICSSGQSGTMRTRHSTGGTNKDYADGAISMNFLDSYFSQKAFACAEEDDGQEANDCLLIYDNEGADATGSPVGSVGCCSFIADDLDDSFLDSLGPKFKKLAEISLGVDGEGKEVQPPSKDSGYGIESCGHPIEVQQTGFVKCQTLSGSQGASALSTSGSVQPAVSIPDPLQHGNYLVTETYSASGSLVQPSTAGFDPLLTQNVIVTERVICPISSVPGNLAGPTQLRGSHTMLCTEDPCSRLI
Ecoli viability: E. coli V3065 growth inhibition, primary screen, counter-screen for AddAB inhibitor project, absorbance, OD600 | hit rate 0.27% among 330,000 | 18 h | inhibition, % at 11.9 µM;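 active means inhibition above the campaign's mean inhibition across all tested compounds plus 3 SD, cut at about 9.9% in these data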;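 further: uninfected addAB+ strain grown without phage in ampicillin broth; 0% = DMSO wells and 100% = ciprofloxacin 0.95 µg/ml wells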
An asterisk follows results filed as active; . = not tested or not shown.

Molecule	Arr AP2 block	PfHsp90 yeast 2	AddAB inh	MOR-DOR ag	Mot1-301 SUMO	OPRM1-OPRD1 inv	Tat transport	phage Ecoli inh	PKA-R1A act	DSG3 Ab inh	Ecoli viability
CC1(C)CC(=O)C(C(O)c2cccc([N+](=O)[O-])c2)C(C)(C)N1 (stereo unspecified)	4	8	0.7	-0.8	8	4	1	2.9	-7	122	-1.6
O=C(CN(C(=O)CCC(=O)Nc1ccccn1)c1ccc(F)cc1)NCCc1ccccc1	-11	-2	1.4	-1.6	4	9	-9	2.3	-9	105	-2.5
COc1cccc(NC(=O)CSc2nnc(CNC(=O)c3ccccc3)n2C)c1	21	12	-0.8	-0.9	-6	5	-4	2.3	-2	98	-1.7
Cc1ccc(S(=O)(=O)N(C)C)cc1NC(=O)CN1C(=O)NC2(CCCc3ccccc32)C1=O (stereo unspecified)	0	13	6.4	-1.5	-6	9	7	1.9	-10	96	0.3
Cc1ccc(C)c(NC(=S)N(CCN(C)C)C(C)c2ccccn2)c1 (stereo unspecified)	8	3	0.1	0.1	251	0	0	-3.1	3	89	0.1
COCCn1c(C)cc(C(=O)CSc2ncn[nH]2)c1C	3	-11	-1.0	0.5	-16	-2	-2	1.2	-5	98	-0.2
CCCNC(=O)C(=O)Nc1ccc2c(c1)N(S(=O)(=O)c1cccs1)CCC2	-1	-2	1.3	-1.3	-15	9	-3	3.2	-11	100	1.1
O=C(OCCN1CCCC1=O)c1cc(F)c(F)c(F)c1F	38	5	-0.7	-0.1	-8	0	-2	2.7	-2	102	-3.4
CCC(Sc1nc2ccccc2o1)C(=O)O (stereo unspecified)	-21	7	2.6	-2.1	-3	11	4	2.1	5	96	0.3
CCOc1ccc(NC(=O)COc2ccccc2C(=O)NCc2ccccc2)cc1	32	-12	3.6	-3.5	-11	14	-4	0.0	1	.	0.6
O=C(COCc1cc(-c2ccc3c(c2)OCO3)on1)N1CCN(c2ccccc2)CC1	0	-7	2.0	-0.6	58	3	1	-1.8	-2	102	0.8
COc1ccc(-c2csc(-c3cc4ccccc4oc3=N)n2)cc1	-5	19	1.2	0.0	32	0	1	2.1	0	93	-0.4
O=C(CCN1C(=O)/C(=C/c2cccs2)SC1=S)Nc1cccc(C(=O)O)c1	5	30	-1.9	0.3	-5	-2	-6	-2.2	9	104	-2.3
CSc1c(CC(=O)NCCCO)n(Cc2ccccc2)c2ccccc12	35	-12	3.2	-1.9	-15	10	-4	2.2	4	107	-0.7
CCN(c1ccc(NC(=O)CSc2ccc3c(c2)OCCO3)cc1)C(C)C	36	8	-2.3	-1.6	-4	8	4	5.6	0	110	-2.5
O=S(=O)(Cc1ccccc1Cl)c1ncn[nH]1	-4	.	-0.2	.	0	.	.	-1.1	.	103	-2.0
Cc1ccc(C)c(NC(=O)CN(C)C(=O)c2ccccc2OCc2ccccc2Cl)c1	-9	16	0.3	0.2	-9	-1	-1	1.9	3	102	0.3
O=C(NC1CCCCCC1)c1cccnc1Sc1ccc(Cl)cc1	28	-2	3.2	0.8	-9	-4	-3	5.3	3	93	1.8
Cc1nn(C(=O)CCCn2cc([N+](=O)[O-])cn2)c(C)c1Cl	4	-12	-0.5	-1.8	2	9	9	2.5	-9	113	0.1
Cc1ccc(C(C(=O)NC2CCCCC2)N(CC2CCCO2)C(=O)CNC(=O)c2cccs2)cc1 (stereo unspecified)	-1	1	-0.2	2.3	-14	-14	7	2.1	-1	101	-2.8
CCOc1cc(C(=O)CSc2nnc(CNc3ccc(Cl)cc3)o2)ccc1NC(=O)CC	-35	-1	0.6	65*	-1	-370	-10	0.2	-6	116	2.2
CCc1cc2c(=O)[nH]c(CC(N)=O)nc2s1	41	12	2.2	-2.2	-7	11	1	4.1	2	104	1.5
COc1ccc(Cc2noc(CN(C)Cc3ccc(-n4cccn4)cc3)n2)cc1OC	-14	23	2.7	-1.5	-13	8	3	1.5	4	90	-0.3
COc1ccc(C2/C=C\CN(C(=O)Oc3ccc(C(F)(F)F)cc3)CC(=O)N2Cc2ccc(F)cc2)cc1 (stereo unspecified)	9	-20	2.5	0.1	7	-1	6	1.3	-22	98	0.8
COc1ccc(NC(=O)CCCC(=O)OCC(F)(F)C(F)F)cc1	-7	1	-0.2	-0.7	2	4	-6	2.1	-4	103	0.1
Cc1cc(C(=O)COC(=O)c2cc(O)c3ccccc3c2O)c(C)n1CC1CCCO1 (stereo unspecified)	9	.	.	9.3	.	-45	-6	.	-10	96	.
O=C1N=C(N2CCOCC2)S/C1=C\c1ccncc1	40	8	-1.1	-2.1	-9	11	12	2.6	-15	105	-1.3
CN(C)CCNc1oc(/C=C/c2ccccc2)nc1C#N	-6	-15	4.0	0.3	-16	-2	-1	0.8	-2	106	-0.8
CC[C@]12c3[nH]c4cc(CCC(=O)N(C)C)ccc4c3CCN1C(=O)[C@@H](CC(=O)NCc1ccc(OC)c(OC)c1)C[C@@H]2C(=O)N1CCN(C(=O)C2CC2)CC1	5	-3	-1.1	-2.8	.	14	4	2.3	0	96	1.1
Cc1cc(C)c(S(=O)(=O)c2ccc(Cl)cc2)c(=O)[nH]1	2	-21	0.1	-1.3	-7	6	11	1.4	5	99	0.7

Reprinted from the part before: three compounds, then new ones.
Results follow in this order: Arr AP2 block	PfHsp90 yeast 2	AddAB inh	MOR-DOR ag	Mot1-301 SUMO	OPRM1-OPRD1 inv	Tat transport	phage Ecoli inh	PKA-R1A act	DSG3 Ab inh	Ecoli viability
CN(C)CCNc1oc(/C=C/c2ccccc2)nc1C#N
 : -6	-15	4.0	0.3	-16	-2	-1	0.8	-2	106	-0.8
CC[C@]12c3[nH]c4cc(CCC(=O)N(C)C)ccc4c3CCN1C(=O)[C@@H](CC(=O)NCc1ccc(OC)c(OC)c1)C[C@@H]2C(=O)N1CCN(C(=O)C2CC2)CC1
 : 5	-3	-1.1	-2.8	.	14	4	2.3	0	96	1.1
Cc1cc(C)c(S(=O)(=O)c2ccc(Cl)cc2)c(=O)[nH]1
 : 2	-21	0.1	-1.3	-7	6	11	1.4	5	99	0.7
COc1ccc(Br)cc1C(=O)Nc1ccccc1N1CCCC1
 : -3	3	0.2	-2.2	-1	11	1	1.8	2	101	1.8
CC(=O)c1ccccc1OCC(=O)Nc1cccc(S(=O)(=O)N2CCCC2)c1
 : 2	.	3.0	-0.6	-14	3	0	0.9	-4	98	0.9
COCCN(C(=O)C1CC1)c1nnc(-c2ccc(C)cc2)s1
 : -7	-25	1.3	-0.4	731*	2	5	3.4	-6	.	-0.9
O=C(CCCc1ccccc1)Nc1cccnc1
 : 5	12	-0.4	-2.5	-3	11	1	1.0	-7	.	-1.6
CCOc1ccc2nc(N3CCC(C(=O)Nc4nnc(CC)s4)CC3)sc2c1
 : 0	-21	1.1	2.9	377	-16	5	1.4	2	74	-1.7
COc1ccc(C(=O)N2CCN(C)C(=O)[C@@H]2C)cc1OC1CCN(C(C)=O)CC1
 : -10	5	0.8	-1.9	3	10	-5	0.6	-1	100	1.2
FC(F)(F)c1cccc(Cn2cnc(NC(=S)NCCc3ccccc3)n2)c1
 : 14	-9	5.0	0.5	8	-3	-8	1.9	1	96	1.8
CCOC(=O)C1CCCN(C(=O)c2ccc(Cl)c(S(=O)(=O)N3CCCCCC3)c2)C1 (stereo unspecified)
 : 11	5	1.5	-2.8	-6	15	-1	1.2	3	96	1.2
O=C(/C=C\c1ccccc1OC(=O)c1ccccc1F)c1cc2ccccc2o1
 : 3	-26	2.9	2.4	-18	-15	-4	0.2	-1	89	-4.2
O=C1Nc2ccc(S(=O)(=O)N3CCCC3)c3ccc(S(=O)(=O)N4CCCC4)c1c23
 : -5	45	1.0	-0.3	.	2	3	1.8	14	.	-1.7
COc1ccccc1C/C(N)=N/OC(=O)COc1ccc2ccccc2c1
 : 3	15	2.8	4.9	-1	-28	-4	3.4	-11	106	0.2
O=C1CN(C(=O)CNCc2ccc(Cl)cc2)c2ccccc2N1
 : 6	-24	-0.8	-1.7	-4	9	-3	3.0	-5	95	1.0
O=C(N/C(=C/c1cccc([N+](=O)[O-])c1)C(=O)N1CCCCC1)c1ccco1
 : -3	1	1.3	-1.7	-2	9	-3	1.8	-6	94	2.4
Cc1nnn(C23C[C@@H]4C[C@@H](CC(C(=O)N5CCN(c6ccccc6)CC5)(C4)C2)C3)n1
 : 0	0	1.7	0.3	15	-2	9	1.8	-6	109	-3.1
O=C(NCCc1ccccc1Cl)C1CCC(=O)N(CC2CCCCC2)C1 (stereo unspecified)
 : 2	2	2.4	0.2	133	-1	-1	-1.9	-3	93	2.3
COC(=O)c1cccc(NC(=O)CCCOc2ccccc2)c1
 : 1	.	0.0	0.0	-3	0	11	4.2	-1	104	1.1
CN(C(=O)CCCN1C(=O)c2ccccc2C1=O)C1CCCCC1
 : 9	9	2.8	-1.7	-6	6	1	-1.3	0	98	1.2
O=C(NNC(=S)NC(=O)c1cccnc1)c1ccc(F)cc1
 : 53	3	-2.9	-3.7	-3	20	-5	-5.4	6	96	-4.0
Cc1cc(OC(C)C(=O)NCc2ccccn2)c2c(C)c(C)c(=O)oc2c1 (stereo unspecified)
 : 24	-15	3.2	-1.7	161	8	3	1.9	-2	102	0.2
COCCNC(=O)CS(=O)(=O)Cc1nc(-c2ccc(C)cc2)oc1C
 : -6	4	4.4	-2.4	0	13	4	3.8	-2	76	0.1

Bioassay records deposited in PubChem BioAssay by several laboratories.
